Screening results (PubChem BioAssay)
GDH-TPI counter: inhibits GDH-TPI coupling enzymes, artifact for Mtb FBA screen; GDH-TPI coupled enzyme counterscreen, NADH absorbance; inhibition, % at 4.8 µM; hit rate 1.2% among 360,000; AID 588335; in the data active means inhibition above about 30%;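 further: 0% = DMSO wells and 100% = wells lacking the enzyme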
UGM FP inh: Mtb UDP-galactopyranose mutase inhibition; P9WIQ1; purified UGM, fluorescence polarization probe displacement; inhibition, % at 10 µM; hit rate 0.06% among 320,000; in the data active means inhibition above about 10%, passing the limit was not always enough; inconclusive means no clear call, values can overlap the other calls
Target sequence (P9WIQ1 whole entry, looked up): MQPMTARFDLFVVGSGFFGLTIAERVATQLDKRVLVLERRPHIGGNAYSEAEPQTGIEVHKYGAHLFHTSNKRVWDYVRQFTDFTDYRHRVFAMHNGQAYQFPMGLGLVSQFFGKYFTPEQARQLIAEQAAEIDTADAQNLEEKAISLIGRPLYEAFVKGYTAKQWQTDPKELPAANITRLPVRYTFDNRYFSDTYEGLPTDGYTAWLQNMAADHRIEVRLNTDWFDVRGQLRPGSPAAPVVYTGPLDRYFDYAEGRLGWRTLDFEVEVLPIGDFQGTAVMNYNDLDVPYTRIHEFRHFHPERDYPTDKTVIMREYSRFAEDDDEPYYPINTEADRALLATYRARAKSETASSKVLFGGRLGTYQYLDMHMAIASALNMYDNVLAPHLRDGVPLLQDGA
FadD28 FP inh: inhibitors of Mycobacterium tuberculosis FadD28 bisubstrate binding. inhibition, % at 12.5 µM. AID 588549. FadD28 bisubstrate probe binding, fluorescence polarization. hit rate 0.22% among 360,000; in the data active means inhibition above about 8.5%, passing the limit was not always enough; inconclusive means no clear call, values can overlap the other calls
Vc quorum ag: induces V. cholerae light production without autoinducers | V. cholerae BH1578 lux reporter, luminescence, 6 h | activation, % at 18.7 µM | hit rate 0.16% among 350,000 | AID 588436; in the data active means activation mostly above about 9.7%, no sharp cut-off; inconclusive means no clear call, values can overlap the other calls; inactive means mostly below about 3.7%; further: not every result past the cut was called active; inactives centre near 0; reference of the scale not given here
Yp Topo-I inh: blocks Yersinia pestis topoisomerase I activity | hit rate 0.064% among 360,000 | activity, % at 10 µM | AID 504884 | Y. pestis Topo-I cleavage product accumulation, plate reader; in the data active means activity above about 50%, passing the limit was not always enough; inconclusive means no clear call, values can overlap the other calls; further: inactives centre near 2
Mtb BioA inh: blocks M. tuberculosis BioA enzyme activity; purified M. tuberculosis BioA enzyme, plate reader; hit rate 0.096% among 360,000; inhibition, % at 9.99 µM; in the data active means inhibition above about 40%; inconclusive means no clear call, values can overlap the other calls
FBA Mtb inh: inhibitors of M. tuberculosis fructose-bisphosphate aldolase; P9WQA3; purified M. tuberculosis FBA, fluorescence read-out; inhibition, % at 1 µM; hit rate 2.3% among 360,000; AID 588726; in the data active means inhibition above about 27%;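 further: 0% = vehicle and 100% = reference inhibitor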
Target sequence (P9WQA3 whole entry, looked up): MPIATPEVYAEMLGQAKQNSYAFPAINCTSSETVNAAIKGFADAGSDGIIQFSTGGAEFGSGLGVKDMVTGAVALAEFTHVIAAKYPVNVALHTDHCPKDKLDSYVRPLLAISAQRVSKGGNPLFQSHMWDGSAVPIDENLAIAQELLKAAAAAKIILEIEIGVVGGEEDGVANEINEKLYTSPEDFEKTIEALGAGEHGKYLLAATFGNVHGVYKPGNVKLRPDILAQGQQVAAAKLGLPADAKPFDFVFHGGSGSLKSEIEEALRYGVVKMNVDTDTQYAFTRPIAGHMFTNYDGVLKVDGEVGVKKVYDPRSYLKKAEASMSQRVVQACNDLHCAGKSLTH
TcdB GH inh: TcdB glycohydrolase inhibition; AID 652162; P18177; hit rate 0.24% among 350,000; TcdB glycohydrolase enzymatic assay, plate reader; inhibition, % at 9.99 µM; in the data active means inhibition above about 10%
PfHsp40 rescue: rescue of PfHsp40-mediated yeast toxicity; growth rescue, % at 12.5 µM; S. cerevisiae expressing PfHsp40, growth rescue, ATP luminescence; hit rate 0.68% among 340,000; in the data active means growth rescue above about 28%, passing the limit was not always enough; inconclusive means no clear call, values can overlap the other calls;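 further: yeast W303a lacking pdr1 and pdr3 grown in galactose medium; growth measured after three days at 30 °C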
* = called active by the depositor; i = inactive; ? = inconclusive; / = no result given; + = active, no number; & = joins results of further samples.

mol	GDH-TPI counter	UGM FP inh	FadD28 FP inh	Vc quorum ag	Yp Topo-I inh	Mtb BioA inh	FBA Mtb inh	TcdB GH inh	PfHsp40 rescue
COC(=O)c1cc2ccccn2c2c(C(=O)OC)c(C(=O)OC)cc1-2	24	1.3	-2.9	/	-13	-0.1	-7	1.5	-0.2
COc1ccc(C)cc1N(C(=O)c1ccccc1F)c1nc2ccccc2s1	11	/	-5.1	-1.0	7	-1.3	-3	/	-0.3
CC(C)N(Cc1ccccc1)S(=O)(=O)c1cccs1	13	-0.1	-0.3	i	8	0.3	4	0.7	-1.0
CCOc1ccc(N2C(=O)/C(=C\c3ccccc3OC)S(=O)(=O)C2c2cccc([N+](=O)[O-])c2)cc1 (stereo unspecified)	9	1.2	2.0	-0.2	-16	/	1	/	-1.4
O=C(NNC(=O)C1CCN(C(=O)Nc2ccccc2)CC1)c1ccc([N+](=O)[O-])cc1	-5	-1.8	-1.2	i	6	-1.1	3	0.1	-0.3
Brc1cccc(CNc2nc3ccccc3n2CCN2CCOCC2)c1	-4	2.1	-3.2	0.6	10	/	-1	1.5	-1.3
CN1CCN(NC(=O)/C=C/c2ccc(C(C)(C)C)cc2)CC1	9	-3.2	-1.6	i	-12	0.3	0	0.0	-1.4
COc1ccccc1NC(=O)c1oc2ccccc2c1NC(=O)c1ccco1	15	1.4	-2.6	-0.3	1	/	1	/	1.3
Cc1ccc(NC(=O)CNC(=O)CC23CC4CC(CC(C4)C2)C3)c(O)c1	-1	/	-0.2	i	8	-1.6	-1	1.3	-0.3
CN(C)c1ccc(/C=C(\NC(=O)c2ccccc2)C(=O)NCCN2CCOCC2)cc1	21	-4.0	-2.7	-0.3	3	-2.6	0	-0.8	-0.4
Cc1cc(NC(=O)c2ccc(-c3ccccc3[N+](=O)[O-])o2)no1	4	-2.0	-0.3	-1.9	11	-0.2	-1	0.4	0.9
CN(CC(=O)Nc1ccc(Cl)cc1)C(=O)CNC(=O)c1cccs1	-1	-2.3	0.0	i	3	2.5	0	0.1	1.0
Cc1cc(N2C(=O)C(O)=C(C(=O)c3ccco3)C2c2ccc(Cl)cc2)no1 (stereo unspecified)	12	2.3	-4.7	-0.3	8	-0.7	-2	0.5	0.0
Cc1ccc(Nc2nc3ccccc3c(=O)s2)cc1C	6	-1.8	-0.3	-0.4	-6	-0.4	2	0.5	-0.8
Cn1c(NC(=O)c2ccc(F)cc2)c(-c2cccs2)c(=O)c2ccccc21	19	0.8	-3.3	-0.5	6	/	0	-2.1	-0.1
Cc1nnc2n(c1=O)N=C(c1ccc(Cl)cc1)CS2	19	1.8	-0.3	-0.2	10	-0.6	-1	4.7	?
CC(=O)NCN1CCN(CNC(C)=O)CC1	-6	0.1	-4.7	-0.5	1	0.9	-5	/	1.1
Cc1ccc(C(=O)Nc2cccc(NC(=O)c3cccnc3)c2)cc1	9	3.4	-0.2	i	-7	-3.9	3	0.5	-0.4
Cc1ccc(C(=O)OCC(=O)N(CC(C)C)c2c(N)n(Cc3ccccc3)c(=O)[nH]c2=O)o1	3	2.3	-3.7	i	3	-3.3	1	-1.1	1.4
Cc1cc(C)c2c(-n3cccc3)c(NC(=O)OCc3ccccc3)sc2n1	1	0.4	-3.2	i	1	-0.4	3	/	3.1
CCOc1ccc(OCC(=O)OCn2c(SC)nnc(C)c2=O)cc1	6	-0.2	0.3	-0.4	9	/	2	2.0	-0.2
Cc1nccn1CCc1nc(N)nc(N)n1	5	-9.7	-0.1	-2.9	11	-2.2	1	/	-0.9
Cc1nn(C)c(C)c1CCC(=O)N1CCCC(N2CCN(c3ccc(F)cc3)CC2)C1 (stereo unspecified)	10	0.2	0.4	i	0	0.3	0	-2.0	-1.0
COc1ccc(N2CC(C(=O)N3CCN(S(=O)(=O)c4ccc(F)c(F)c4)CC3)CC2=O)c(OC)c1 (stereo unspecified)	4	/	-2.7	-0.3	8	0.8	-1	2.0	0.1
O=C(CC(=O)N/N=C/c1ccc(F)cc1)N/N=C/c1ccc(F)cc1	3	-1.7	0.2	-0.8	11	/	0	2.0	0.4
COc1ccc(S(N)(=O)=O)cc1C(=O)OCCCOc1ccc(F)cc1	-2	4.8	-3.9	-8.3	4	3.6	1	1.7	1.2
CCCC(=O)C1=C(O)C(c2cccc(Oc3ccccc3)c2)CCC1=O (stereo unspecified)	5	1.9	-2.4	-0.2	-2	-0.8	-1	0.0	0.8
O=C(COc1ccc(Br)cc1)N1CCOCC1	0	-0.8	-2.2	i	-2	-2.4	-2	/	0.9
O=C(NCc1ccccn1)/C(=N/O)c1ccccc1	3	3.7	-0.2	i	3	-0.9	1	/	1.4
O=C(CN(Cc1ccccc1Cl)C(=O)c1csnn1)NCCc1ccccc1	-7	-0.3	-0.9	-0.2	17	0.6	0	0.8	0.3

Looked up by compound from the list above (five):
mol	GDH-TPI counter	UGM FP inh	FadD28 FP inh	Vc quorum ag	Yp Topo-I inh	Mtb BioA inh	FBA Mtb inh	TcdB GH inh	PfHsp40 rescue
CN1CCN(NC(=O)/C=C/c2ccc(C(C)(C)C)cc2)CC1	9	-3.2	-1.6	i	-12	0.3	0	0.0	-1.4
Cc1nn(C)c(C)c1CCC(=O)N1CCCC(N2CCN(c3ccc(F)cc3)CC2)C1 (stereo unspecified)	10	0.2	0.4	i	0	0.3	0	-2.0	-1.0
CC(C)N(Cc1ccccc1)S(=O)(=O)c1cccs1	13	-0.1	-0.3	i	8	0.3	4	0.7	-1.0
Cc1ccc(C(=O)OCC(=O)N(CC(C)C)c2c(N)n(Cc3ccccc3)c(=O)[nH]c2=O)o1	3	2.3	-3.7	i	3	-3.3	1	-1.1	1.4
COC(=O)c1cc2ccccn2c2c(C(=O)OC)c(C(=O)OC)cc1-2	24	1.3	-2.9	/	-13	-0.1	-7	1.5	-0.2

(more compounds)
mol	GDH-TPI counter	UGM FP inh	FadD28 FP inh	Vc quorum ag	Yp Topo-I inh	Mtb BioA inh	FBA Mtb inh	TcdB GH inh	PfHsp40 rescue
Cc1ccc(C(C(=O)NCC2CCCO2)N(Cc2ccccc2F)C(=O)Cn2nnc(-c3cccs3)n2)cc1 (stereo unspecified)	5	-0.1	-0.9	-4.3	-2	-1.2	-3	/	-1.0
COc1cc(Sc2ccc(C)cc2)c(OC)cc1N	14	2.4	0.9	i	-17	-1.0	0	/	-0.4
COc1ccccc1CC(=O)NNS(=O)(=O)c1ccccc1[N+](=O)[O-]	3	-0.6	2.7	2.5	-2	/	9	1.5	-1.5
C=CCN(c1ccccc1)S(=O)(=O)c1cccc(C(=O)Oc2ccc3c(C)cc(=O)oc3c2)c1	-4	-0.4	-3.4	i	24	/	+	/	-0.4
Cc1cccc(C)c1NC(=S)N(C)CCc1ccccn1	1	-0.1	-2.1	0.2	-1	-1.0	-2	/	-1.3
Cc1cccc(NC(=O)Nc2cnccn2)c1C	-3	2.1	-1.4	i	-8	-2.6	4	0.2	0.7
NC(=O)c1ccc(NC(=O)C2CCCO2)cc1 (stereo unspecified)	-3	-0.1	-4.7	-6.7	3	1.4	-10	/	-0.4
CC(=O)Nc1cc2c(cc1NC(=O)Cn1nc(-c3ccc(F)cc3)ccc1=O)OCCO2	-1	-1.2	-5.6	-0.3	-2	-1.0	-2	-1.3	-0.9
CC1(C)Cc2c(sc(NC(=O)Cc3ccccc3)c2C#N)CO1	0	-4.1	-1.6	0.6	-3	/	3	-1.5	-0.6
C=CCOC(=O)C1=C(C)OC(N)=C(C(=O)OCC)C12C(=O)N(CC(N)=O)c1ccccc12 (stereo unspecified)	3	1.1	-2.4	i	20	-1.4	5	/	0.0
CCc1cccc(NC(=S)N(CCOC)C2CCN(C(C)=O)CC2)c1	0	0.3	-1.7	-0.4	-2	/	0	-0.4	1.2
CC(=O)Nc1cc(C(=O)NCCN2CCN(Cc3ccccc3)CC2)ccc1Sc1ccc(C)cc1	-7	-2.1	0.3	-1.4	20	/	2	0.4	0.2
COc1ccc(S(=O)(=O)Nc2cccc(NC(C)=O)c2)cc1	10	-0.7	-1.9	-0.7	-8	1.1	3	0.7	-1.7
C/C(=N/NC(=O)CNC(=O)c1cccc(F)c1)c1ccc2c(c1)CCCC2	1	0.7	-4.8	-0.4	10	2.1	-9	0.7	0.0
CC(C)c1cc(N=NC(N)=O)cc(C(C)C)c1O	18	1.2	0.3	-0.3	-7	1.4	0	/	0.2
CN1CCc2c(sc(NC(=O)c3ccco3)c2C(N)=O)C1	14	0.7	-0.4	i	5	-0.8	3	1.6	1.2
O=C(COC(=O)CCNS(=O)(=O)c1ccccc1F)Nc1nnc(-c2ccccc2)o1	2	0.8	-0.4	0.6	1	-1.5	-2	-1.3	1.3
CCOC(=O)c1ccc(Nc2ccc([N+](=O)[O-])cn2)cc1	0	-0.3	-1.0	-3.3	4	/	-3	0.8	-0.9
Nc1nonc1-c1nc2ccccc2n1Cc1ccccc1	-1	2.8	-3.4	/	0	1.5	4	/	0.7
COc1cc(OC)cc(C(=O)NCc2ccc3c(c2)cc(C)n3C)c1	-3	2.5	-19	i	1	/	-2	0.9	1.2
O=C(CSc1nnc(Cn2c(=O)sc3ccccc32)n1-c1ccccc1)NCC1CCCO1 (stereo unspecified)	0	-1.9	-3.0	-0.2	9	-1.8	-2	-0.4	-0.3
O=C(OCc1nc(-c2ccccc2)oc1COC(=O)c1ccco1)c1ccco1	6	0.9	-1.4	-0.3	37	-0.6	0	-0.1	2.2
COc1ccc(C(C)(O)c2nc(-c3cccc(O)c3)cs2)cc1 (stereo unspecified)	8	/	-2.8	i	7	2.8	-1	0.9	/
CC(=O)n1cc([C@@H]2C=C(C(=O)Nc3ccccc3)O[C@H](OCCCCO)C2)c2ccccc21	14	-1.6	-2.7	-0.3	5	2.7&-1.7	6	0.8&0.5	1.1
Clc1ccccc1-c1nc2ccccc2c2nc3ccccc3n12	11	0.0	-1.4	-0.3	11	/	0	/	-0.7
CC(C)Oc1ccc(C(=O)NNC(=O)c2ccccc2C(=O)O)cc1	5	3.6	-1.8	-1.0	-1	/	4	-0.4	1.8
O=C(Nc1cc(Sc2nc3ccccc3s2)cc([N+](=O)[O-])c1)c1cccc(F)c1F	11	1.9	-2.1	-0.1	-13	0.0	0	/	-0.9
O=C(CCN1C(=O)/C(=C\c2cccs2)SC1=S)Nc1ccc(C(=O)O)cc1	5	1.3	1.3	-1.2	10	0.2	-4	1.4	0.7
